From PubChem
Rev-erbA mod – Rev-erb alpha (human) modulation; hit rate 0.79% among 370,000; Rev-erbα–FITC-DNA binding, fluorescence polarization, 90 min; AID 1259318; activity, % at 10 µM;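 active = activity above about 14%, limit read from the data; passing the limit was not always enough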;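 note: 0% = DMSO wells with 35 nM protein and 100% = DMSO wells with 750 nM protein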
Target sequence (P20393 whole entry, looked up): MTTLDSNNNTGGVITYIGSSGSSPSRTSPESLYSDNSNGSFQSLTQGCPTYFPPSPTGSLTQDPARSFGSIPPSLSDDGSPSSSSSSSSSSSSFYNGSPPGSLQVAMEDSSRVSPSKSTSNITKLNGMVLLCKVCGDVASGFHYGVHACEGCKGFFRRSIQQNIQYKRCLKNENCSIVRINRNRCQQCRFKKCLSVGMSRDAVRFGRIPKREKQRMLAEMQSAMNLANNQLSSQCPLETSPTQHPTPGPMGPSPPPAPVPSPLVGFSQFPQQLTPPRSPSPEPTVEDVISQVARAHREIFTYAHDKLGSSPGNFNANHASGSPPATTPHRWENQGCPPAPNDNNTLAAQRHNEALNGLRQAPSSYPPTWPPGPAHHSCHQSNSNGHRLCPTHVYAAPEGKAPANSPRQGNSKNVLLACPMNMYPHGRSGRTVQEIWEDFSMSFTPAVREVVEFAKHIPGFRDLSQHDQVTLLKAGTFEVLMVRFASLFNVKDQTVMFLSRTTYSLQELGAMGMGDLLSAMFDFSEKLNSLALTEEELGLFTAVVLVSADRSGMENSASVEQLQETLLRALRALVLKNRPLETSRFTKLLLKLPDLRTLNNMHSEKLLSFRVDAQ
PG9 Ab binder – binds the HIV-1 gp120 antibody PG9; TR-FRET gp120-PG9 antibody binding; inhibition, % at 6.7 µM; hit rate 0.43% among 360,000; AID 624416; in the data active = inhibition above about 8.5%
hgDAF12 agonist – agonists of H. glycines DAF-12 nuclear receptor; HEK293 GAL4-hgDAF12 UAS-luciferase reporter, agonist luminescence; normalized to butyrate control; activation, % at 6.8 µM; hit rate 1.8% among 370,000;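 active = activation above a cutoff set at the mean of all screened compounds plus 3 SD, cut at about 10% in these data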;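 note: 0% = DMSO wells and 100% = sodium butyrate wells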
DAX1 inh-1 – NR0B1 (DAX1) inhibition; hit rate 0.99% among 340,000; HEK293 Gal4-DAX1 luciferase reporter, luminescence; P51843; AID 504766; inhibition, % at 6.75 µM;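 active = inhibition above the mean over all tested compounds plus 3 SD, cut at about 4.2% in these data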;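 note: 0% = DAX1-transfected cells with DMSO and 100% = empty-vector control cells with DMSO; inhibition shows as a rise in luminescence from relieved DAX1 repression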
Target sequence (P51843 207-470 limits assumed): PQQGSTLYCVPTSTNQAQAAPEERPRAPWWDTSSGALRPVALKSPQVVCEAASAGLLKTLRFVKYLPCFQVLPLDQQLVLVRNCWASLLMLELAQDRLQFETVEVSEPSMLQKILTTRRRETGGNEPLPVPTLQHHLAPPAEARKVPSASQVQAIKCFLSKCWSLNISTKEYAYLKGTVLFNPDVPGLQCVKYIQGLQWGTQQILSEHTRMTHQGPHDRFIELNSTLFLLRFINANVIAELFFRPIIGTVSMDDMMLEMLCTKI
DAX1 inh-2 – DAX1 (NR0B1) inhibition, primary screen. AID 652010. HEK293T StAR-luciferase reporter, SF-1/DAX-1 repression relief. hit rate 1.1% among 370,000. inhibition, % at 6.8 µM;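 active = inhibition above the mean over all tested compounds plus 3 SD, cut at about 3.6% in these data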;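 note: 0% = DAX-1 cells with DMSO and 100% = cells lacking DAX-1 with DMSO; higher inhibition means more luminescence from relief of DAX-1 repression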
FXN GAA850 act – frataxin GAA850 promoter activation. HEK293 lucGAA850 FXN promoter luciferase reporter, 24 h; percent of 10 µM SAHA response. activation, % at 6 µM. hit rate 0.56% among 360,000;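 active = activation above the average of all compounds screened plus 3 SD, cutoff fixed separately per campaign, cut at about 7.5% in these data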;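 note: 0% = DMSO wells and 100% = 10 µM SAHA wells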
ssDAF-12 act – activates DAF-12 receptor from parasite S. stercoralis. HEK293 ssDAF-12/GRIP1 lit1-tk-luc reporter, luminescence; % of 3 µM dafachronic acid response. activation, % at 6.8 µM. hit rate 1% among 370,000. AID 652126;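 active = activation above the mean over all tested compounds plus 3 SD, cut at about 0.9% in these data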;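 note: 0% = DMSO-only wells and 100% = 3 µM delta7-dafachronic acid wells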
HGIII-sPLA2 inh – Inhibits HGIII-sPLA2 liposome hydrolysis, primary screen; Q9NZ20; hit rate 0.56% among 370,000; inhibition, % at 12.2 µM; QFRET BODIPY PC-A2 liposome hydrolysis, fluorescence;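 active = inhibition above mean plus 3 SD of compounds lying within the high and low control bounds, cut at about 19% in these data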;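 note: 0% = median of test compound wells and 100% = no enzyme DMSO wells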
hcDAF-12 act – activates DAF-12 receptor from parasite H. contortus; hit rate 1.4% among 370,000; AID 652067; HEK293 hcDAF-12 lit1-tk-luc reporter, luminescence; 0% DMSO, 100% Δ7-dafachronic acid; activation, % at 6.8 µM;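 active = activation above the mean of all tested compounds plus 3 SD, cut at about 5.5% in these data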;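 note: 100% = response to 3 µM Δ7-dafachronic acid high control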
PLC-beta3 inh – inhibitors of human phospholipase C beta3; inhibition, % at 12.2 µM; Q01970; AID 720704; hit rate 0.18% among 370,000; Purified PLC-beta3, fluorogenic substrate, fluorescence; in the data active = inhibition above about 11%;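 note: 0% = median of compound wells on plate and 100% = full blocker control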
SMARCA2 act – increases SMARCA2 function in MMTV reporter cells; AID 652017; MG213 cells, MMTV-luciferase reporter, dexamethasone, overnight; activation, % at 9.1 µM; hit rate 1% among 370,000; in the data active = activation above about 7.8%;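 note: 0% = vehicle wells and 100% = reference activator wells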
* = called active by the depositor; / = not tested or not shown. Rows are unselected. Share with any hit: about 7%.

Order of results: Rev-erbA mod, PG9 Ab binder, hgDAF12 agonist, DAX1 inh-1, DAX1 inh-2, FXN GAA850 act, ssDAF-12 act, HGIII-sPLA2 inh, hcDAF-12 act, PLC-beta3 inh, SMARCA2 act
CCNc1nc(Oc2ccc(=O)n(-c3ccccc3)n2)nc(N2CCOCC2)n1
 : -7, 1.0, -1.4, 0.9, 0.6, 2.4, -1.1, 1, -0.8, 2, 3
O=C(CN1CCN(c2ccccc2)CC1)Nc1ccc(Oc2ccccc2)cc1
 : 7, -0.8, 0.4, 0.8, 0.4, -1.9, -1.4, 0, 1.5, 1, 1
Cc1ccc(Cn2ccc(NC(=O)c3cc(-c4ccc(F)cc4)on3)n2)cc1
 : -5, 1.5, 0.4, 0.5, 0.1, -0.9, -1.8, -2, -0.3, -1, -1
CN1CCc2nc(SCC(=O)Nc3ccc(Cl)cc3)c(C#N)cc2C1
 : -1, -0.8, -1.7, -0.4, -0.8, 0.9, -1.3, -7, -3.0, -120, 1
O=c1[nH]c(N2CCN(Cc3ccc4c(c3)OCO4)CC2)nc2c1CCCC2
 : -5, 0.0, -0.1, 0.7, 0.7, 0.1, -1.1, 1, -1.4, 0, -3
C=CCc1cccc(Cl)c1OCCCNC1CCCC1
 : 1, -1.2, 0.3, 0.6, 0.1, -1.6, -1.0, 1, 0.5, -4, -2
CCOC(=O)Cc1csc(NC(=O)Cn2c(=O)oc3ccccc32)n1
 : -4, 0.1, -0.2, 2.3, -0.6, 0.7, -1.9, 7, 0.4, -9, -3
Oc1ccc(NCc2cccs2)cc1
 : 4, -6.4, -2.2, 1.6, -1.3, -0.4, -1.3, 2, -1.8, -92, 0
Cc1ccc(-c2nnn(CC(=O)N(Cc3ccccc3)C(C(=O)NC3CCCC3)c3ccncc3)n2)o1 (stereo unspecified)
 : 4, -0.2, -0.3, 0.1, 0.4, -4.6, -1.6, -9, -0.9, -4, -5
O=C(c1ccc(Cl)c(S(=O)(=O)N2CCCCC2)c1)N1CCCC(C(F)(F)F)C1 (stereo unspecified)
 : -1, -0.8, 2.2, -0.7, -3.4, 1.3, -1.5, 5, -1.4, -7, -2
CCCCNC(=O)CSc1nc(O)c(Cc2ccc(OC)cc2)c(=O)[nH]1
 : 0, -0.1, -1.9, 3.3, -0.1, 1.1, -1.2, 4, -0.8, -9, -1
Cc1cc(NC(=O)c2cccc(S(=O)(=O)N3CCC(C)CC3)c2)no1
 : 7, -1.9, 1.0, 0.1, -2.3, 0.1, -1.2, -7, 1.1, -13, -1
CN(Cc1ccco1)C(=O)c1c[nH]c2ccc(S(=O)(=O)Nc3ccc4c(c3)OCCO4)cc2c1=O
 : 3, -0.1, -3.1, 0.0, -0.4, 0.3, -0.7, -14, -3.1, -1, 0
NC(=O)COC(=O)CCCSc1nc2ccccc2s1
 : 2, 2.6, -0.7, 0.6, -0.7, -2.6, -1.9, -4, -1.3, -5, -6
COc1ccc(C)cc1NC(=O)NNC(=O)C1CCC(C(C)(C)C)CC1 (stereo unspecified)
 : /, -0.8, -2.0, 0.1, -0.1, -1.6, -0.4, -15, 0.4, 3, 0
COc1ccc(/C=N/NC(=O)C(=O)NCC2CCCO2)cc1 (stereo unspecified)
 : 0, -0.1, -2.2, -0.3, 0.2, 1.0, 0.5, 16, -2.0, -7, -4
COc1ccc(NC2CCCN(C(=O)c3ccc(C)c(N4CCNC4=O)c3)C2)cc1 (stereo unspecified)
 : -1, -2.2, -0.9, -0.3, 1.7, 1.2, -1.0, -1, 0.1, -4, 0
Cn1cnnc1SCC(=O)NNC(=O)c1ccc(Cl)cc1
 : -4, -1.0, 0.0, 0.7, -0.4, 3.8, -1.5, 6, -0.2, 1, -1
C=CCN1c2ccccc2[C@]23C[C@@H](C(=O)OC)N(C(=O)OCC)C2=NC(C(=O)OC)=C(C(=O)OC)[C@H]13
 : 1, 1.5, 1.9, -0.1, -0.5, -2.5, -1.6, -1, -1.0, -1, 0
CC12CN3CC(C)(CN(C1)C3c1ccc3ccccc3c1O)C2=O (stereo unspecified)
 : 7, -0.1, -0.1, 0.0, -1.2, 1.8, -0.5, 4, -1.2, -2, -2
Cc1nnc(SC(C)C)n(N)c1=O
 : 2, 1.2, -2.0, 0.4, -0.4, -0.6, -1.5, 3, -0.2, -6, 0
O=C(/C=C/c1ccco1)Nc1cccnc1
 : -3, -2.0, 5.2, 2.0, 0.6, 2.7, 0.4, 1, 0.2, 0, 4
COc1ccccc1-c1nc(-c2ccc(Br)o2)no1
 : -1, 1.1, 20*, 2.3, 7.9*, 1.3, 4.5*, 1, 26*, -11, 4
CCN(CC)Cc1ccccc1CNC(=O)c1cccc(S(=O)(=O)Nc2ccc3c(c2)OCO3)c1
 : 5, -0.7, 2.5, 0.4, -0.7, 0.7, -1.1, -5, 0.1, -10, 0
CC1(C)CC(=O)C=C(Nc2ccccc2NC(=O)c2cccc(F)c2F)C1
 : -5, /, 2.0, /, -1.1, /, -0.9, 4, 0.2, 0, -3
Cn1c(C(=O)N2CCCC(C(=O)NCCc3ccccc3)C2)cc2sccc21 (stereo unspecified)
 : 2, 1.7, 0.3, 0.0, 0.3, 0.6, -0.7, -6, 0.2, 3, -3
CCCCS(=O)c1c(O)c2ccccc2[nH]c1=O (stereo unspecified)
 : 2, -1.5, 0.1, 0.0, -0.4, 4.0, -1.2, 19, 0.6, -3, 0
Cc1ccc(S(=O)(=O)NCc2ccccc2)cc1C(=O)NC1CCC(C)CC1 (stereo unspecified)
 : -3, -0.9, -0.4, 0.8, -0.3, 0.6, -0.8, -6, -1.1, -6, 2
CCN1C(=O)[C@H]2[C@H]3CN=C(SCc4ccc(C#N)cc4)N3[C@@](Cc3ccccc3)(C(=O)OC)[C@H]2C1=O
 : -1, -0.3, -2.1, -0.5, 0.7, -1.4, -1.4, -2, -2.3, 1, -1
CC(C)N=C(NC#N)SCc1ccc(Br)cc1
 : 7, -1.5, 1.0, 0.7, -0.2, 1.3, -1.0, -7, -0.5, 0, -2
COc1ccc(CCC(=O)Nc2ccc(Cl)c(S(=O)(=O)N3CCOCC3)c2)cc1OC
 : -1, -1.8, -6.2, -2.6, -4.9, -2.2, -1.7, -17, -3.6, 2, -3
Cc1ccccc1C(=O)NCCCCc1ccccc1
 : 0, -1.9, -0.4, -0.8, 0.0, 1.0, -1.4, -3, -0.4, 4, 1
COc1cccc(C2(CSc3nnc(-c4cc(OC)c(OC)c(OC)c4)o3)OCCO2)c1
 : 1, 0.2, -2.5, -0.8, -0.8, -0.7, -1.3, -4, -3.2, -2, -4
CCCCC1C2C(=O)N(c3ccccc3)C(=O)C2ON1c1ccccc1 (stereo unspecified)
 : -1, 0.1, -0.8, 1.8, 0.8, -0.1, -1.6, -8, -0.8, -7, -3
CCCC(=O)OCCNC(=O)c1cc2ccccc2oc1=O
 : 0, -0.6, 1.4, -0.9, 0.7, 0.3, -1.0, 2, -0.8, -15, 1
CC(C)C1C(=O)N(Cc2cn(CCC3OCCCO3)nn2)CCS(=O)(=O)N1Cc1ccc(-c2cccc(N(C)C)c2)cc1 (stereo unspecified)
 : -1, -0.9, 1.6, 0.3, 0.2, 1.5, -1.4, 7, 3.6, 0, -3
CC(Sc1nc2sccc2c(=O)n1-c1ccccc1)C(N)=O (stereo unspecified)
 : -2, -0.6, 1.4, -0.5, -0.4, -1.5, -0.4, 2, -0.9, -9, 4
CC1(C(=O)NS(=O)(=O)c2cccs2)CCN1C(=O)CC1CC1 (stereo unspecified)
 : -5, 0.8, -0.8, /, 0.1, 2.2, -1.0, 6, -0.2, 0, 0
COc1ccc(Nc2nc(C)cc(C)c2C#N)cc1
 : 1, -0.8, 1.2, -0.7, -0.5, 1.7, -0.1, -4, 4.8, -4, -2
O=C(NCC1CCCO1)c1cccnc1NCc1ccc(F)cc1 (stereo unspecified)
 : 1, -1.1, 0.5, -0.4, -0.2, 2.4, -1.5, 4, -1.4, -50, -2
COC(=O)c1c(C)cc(O)cc1O
 : 14, 0.1, -0.3, 1.5, -0.1, -0.3, -0.9, 5, -2.6, -1, 0
CN(C)c1nnnn1-c1ccc(Cl)cc1Cl
 : 1, -3.5, 2.6, 1.6, -0.6, 2.6, -1.0, 8, 0.8, 1, 3
Nc1[nH]c(C(=O)c2ccccc2)c(-c2ccc3ccccc3c2)c1C(=O)NCc1ccc(F)cc1
 : 2, -1.3, -3.1, /, 1.1, /, 0.0, -8, -0.3, -10, -2
Cc1ccc(-n2nc3c(c2NC(=O)c2cccs2)CS(=O)(=O)C3)c(C)c1
 : -2, -2.1, -1.1, 0.3, 0.2, 1.3, -1.0, -4, 0.2, -4, 8
O=c1[nH]nc(-c2ccc(OCc3ccc(Cl)cc3Cl)cc2)o1
 : -6, 0.4, 1.9, -0.7, -0.2, 1.9, -0.6, -2, 0.6, -6, 0
Cc1ccc(CSCC(=O)Nc2ccc(F)cc2)cc1
 : 0, -1.6, 1.9, 0.3, 0.1, 1.7, -0.2, -2, -0.4, 3, 0
CCCN(C(=O)c1ccc2c(SCC(=O)O)c3c(nc2c1)CCC3)c1cccc(C)c1
 : 0, 0.3, 0.0, 0.1, 0.3, 0.5, -1.5, -15, 1.6, -6, -2
O=C1Nc2ccccc2/C1=N\N1CCOCC1
 : -3, -3.2, -0.7, -0.7, -0.4, 0.4, -1.1, 6, 0.3, -8, -4
CCn1c(SCc2ccccc2Cl)nc2nc3c(cc2c1=O)CCCC3
 : 6, -0.1, -0.2, 1.3, 0.0, 7.8*, -2.0, 6, -1.3, -1, 0
O=C(NC(CC(=O)N1CCCC(C(F)(F)F)C1)c1ccccc1)c1ccccc1Cl (stereo unspecified)
 : -7, -3.1, 2.1, 0.2, -0.1, 0.4, -1.6, -5, 0.6, -6, 3
O=c1onc(-c2ccccc2)c2ccccc12
 : -5, -1.2, -0.6, -0.8, 0.0, 0.8, -0.8, -4, -0.4, -3, 1
CCOc1ccc(NS(=O)(=O)c2ccc(SC)cc2)cc1
 : -1, 1.7, 0.5, -1.4, -0.3, -2.9, -1.3, -8, -1.4, 6, 0
COc1ccc(N(C(C)C(=O)N2CCC(Cc3ccccc3)CC2)S(C)(=O)=O)cc1 (stereo unspecified)
 : -3, -1.0, -4.6, -2.4, -2.6, -1.7, -2.4, -6, -3.8, -1, -5
CC(O)[C@H]1CC[C@H]2[C@@H]3CC[C@H]4C[C@@H](O)CC[C@]4(C)[C@H]3/C(=N/O)C[C@]12C (stereo partly specified)
 : 3, -0.5, -0.3, 1.4, 0.4, 0.6, -1.1, -12, -1.1, 1, 3
CC(=O)NC(Cc1c[nH]c2ccccc12)C(=O)OCC(=O)Nc1ccc2c(c1)OCO2 (stereo unspecified)
 : -2, -1.9, 4.3, -1.5, -1.7, -3.1, -1.0, -42, 0.1, 1, 1
CCn1c(SCC(=O)c2ccccc2)nnc1-c1cc2cc(Br)ccc2o1
 : 0, 0.7, 0.7, 1.5, -0.3, 3.1, -1.2, -7, 0.8, -6, 0
